High-throughput results (PubChem)
IMPase Li cell: membrane-permeable IMPase blocker, potentiated with lithium; CHO-M1 cells, IP1 TR-FRET (IP-One), carbachol + lithium; Potency, µM (highest dose often 59.4 µM), for inactives: at the top dose activity, negative = IMPase inhibition, actives largely listed as inhibitors; 210,000 compounds, 0.35% hits;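 further: IP1 builds up when IMPase is blocked and the TR-FRET signal falls; plate controls were basal vehicle for no effect and high inhibitor control for full effect; nearly all actives have a fitted effect of over 50% in size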
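Readout is a homogeneous TR-FRET IP1 immunoassay (Ex 320, Em 665 and 620), where raised cytosolic IP1 lowers signal. Cells were CHO-M1 treated 30 min at 37C with test compounds plus a little lithium; AC50 values came from Hill-equation fitting.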
NPSR antag: antagonists of human neuropeptide S receptor cAMP signaling. Q6W5P4. CHO-NPSR cells, cAMP TR-FRET, antagonist mode. Potency, µM (doses to about 38.3 µM), without a hit: at the top dose activity change, negative = inhibition, most hits filed as inhibitors. 220,000 compounds, 1% hits. AID 1461; further: on the % scale 0 is the no-effect control and ±100 the full control effect; nearly all actives have a fitted effect of over 50% in size; many of its hits are not listed in these tables
Target sequence (Q6W5P4 whole entry, looked up): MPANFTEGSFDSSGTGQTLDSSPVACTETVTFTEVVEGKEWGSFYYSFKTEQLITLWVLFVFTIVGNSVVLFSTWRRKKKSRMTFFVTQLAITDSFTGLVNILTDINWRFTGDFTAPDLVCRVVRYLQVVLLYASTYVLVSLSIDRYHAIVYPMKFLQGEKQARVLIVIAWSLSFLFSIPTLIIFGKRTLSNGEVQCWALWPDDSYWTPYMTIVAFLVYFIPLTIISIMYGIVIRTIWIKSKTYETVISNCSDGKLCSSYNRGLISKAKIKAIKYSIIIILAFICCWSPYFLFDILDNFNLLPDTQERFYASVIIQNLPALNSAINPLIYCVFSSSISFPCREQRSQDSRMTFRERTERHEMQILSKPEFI
KDM4E inh: blocks human JMJD2E demethylase activity; AID 2147; 230,000 compounds, 1.6% hits; JMJD2E catalytic domain, FDH-coupled NADH fluorescence (FDH is formaldehyde dehydrogenase); Potency, µM (doses to about 57.1 µM), inactives show at the highest dose activity change, negative = inhibition, hits mostly inhibitors; active means well fitted inhibition curve with a large enough effect, not every such curve was filed as active; inconclusive means small, poorly fitted or top-dose-only effect, or another doubt; inactive means no such curve, though single readings can be large or run the other way;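 further: 0% = wells with enzyme and -100% = buffer wells without enzyme; nearly all actives have a fitted effect of over 50% in size; many of its hits are not listed in these tables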
Target sequence (B2RXH2 1-337 limits assumed): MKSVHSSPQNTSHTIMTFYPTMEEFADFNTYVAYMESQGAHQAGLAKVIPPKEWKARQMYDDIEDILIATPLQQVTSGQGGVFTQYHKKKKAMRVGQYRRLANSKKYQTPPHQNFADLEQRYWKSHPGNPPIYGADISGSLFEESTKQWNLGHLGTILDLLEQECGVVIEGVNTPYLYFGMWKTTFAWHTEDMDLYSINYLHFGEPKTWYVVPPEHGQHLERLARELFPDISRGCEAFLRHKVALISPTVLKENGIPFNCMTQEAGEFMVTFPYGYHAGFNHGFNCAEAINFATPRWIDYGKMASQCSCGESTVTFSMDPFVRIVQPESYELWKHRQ
GoLoco inh red: RGS12 GoLoco-Gai1 interaction inhibition | Potency, µM (series often up to 61.6 µM), for inactives: at the top dose activity, negative = inhibition, usual class: inhibitors | Gai1:RGS12 GoLoco peptide FP, rhodamine, 10 min | 230,000 compounds, 0.44% hits | AID 880; active means well fitted inhibition curve with a large enough effect, not every such curve was filed as active; inactive means no such curve, though single readings can be large or run the other way; further: on the % scale 0 is the no-effect control and ±100 the full control effect; nearly all actives have a fitted effect of over 30% in size; many of its hits are not listed in these tables
Target sequence (P63096 whole entry, looked up): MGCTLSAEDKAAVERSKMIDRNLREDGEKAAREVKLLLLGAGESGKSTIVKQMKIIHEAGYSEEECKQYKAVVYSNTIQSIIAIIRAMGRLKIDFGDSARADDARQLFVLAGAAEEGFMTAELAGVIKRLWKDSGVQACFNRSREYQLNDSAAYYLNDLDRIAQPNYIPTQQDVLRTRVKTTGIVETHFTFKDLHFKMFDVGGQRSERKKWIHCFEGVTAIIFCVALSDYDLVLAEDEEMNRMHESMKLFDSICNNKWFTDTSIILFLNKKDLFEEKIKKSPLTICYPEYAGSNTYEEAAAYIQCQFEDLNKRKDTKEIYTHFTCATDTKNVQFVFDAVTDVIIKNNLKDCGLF
KinaseGlo FLuc: Kinase-Glo luciferase inhibition (counter-screen). 200,000 compounds, 0.28% hits. Kinase-Glo luciferase, ATP luminescence, 8 min. Potency, µM (titrated, usually from 38.3 µM), for the others: at the highest dose activity change, negative = inhibition, hits mostly inhibitors; further: on the % scale 0 is the no-effect control and ±100 the full control effect; nearly all actives have a fitted effect of over 60% in size
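Substrate mix (final 50 mM imidazole pH 7.2, 50 mM KCl, 7 mM MgCl2, 10 uM ATP, 0.01% Tween 20, 0.05% BSA) plus pin-tool compound, then Kinase-Glo detection mix; 8 min ambient, luminescence read.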
RECQ1 helicase: blocks DNA unwinding by human RECQ1; P46063; RECQ1 DNA unwinding, red fluorescence kinetic read; Potency, µM (doses to about 57.3 µM), inactives show top-dose activity, negative = inhibition, hits mostly inhibitors; 240,000 compounds, 0.54% hits; AID 2549;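 further: plate controls were vehicle for no effect and no enzyme for full effect; nearly all actives have a fitted effect of over 30% in size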
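50 nM RECQ1T1 preincubated 15 min with compound in Tris pH 8.0 buffer with MgCl2, DTT, Tween-20 and 2.5 ug/ml poly(dI-dC); started with 200 nM TAMRA/BHQ-2 forked duplex and 2 mM ATP. Unwinding read as fluorescence (525/598 nm), two reads 2 h apart.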
SMN2 splice up: increases expression of the SMN2 splice variant. HEK293 SMN2-luciferase splicing reporter, luminescence, 30-36 h. Potency, µM (doses to about 46.1 µM), for inactives: at the highest dose activity change, positive = activation, hits mostly activators. 210,000 compounds, 2.8% hits. AID 1458; further: % of control where 0% means no effect; nearly all actives have a fitted effect of over 55% in size
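HEK293 cells carry an SMN2 […]–luciferase reporter in which exon 7 inclusion puts luciferase in frame. Cells were plated 10-12 h before compound addition, then incubated 30-36 h at 37C. ONE-Glo luminescence was read; sodium butyrate at 4.5 mM final served as control.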
Epigenetic derep: derepresses silenced GFP reporter in murine cells; murine LDR cells, GFP reporter derepression, 30 h; 280,000 compounds, 0.2% hits; AID 1865; Potency, µM (titrated, usually from 53.9 µM), inactives show top-dose GFP activation, hits mostly activators; further: % of control where 0% means no effect; nearly all actives have a fitted effect of over 60% in size
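Murine LDR cells bearing a silenced CMV-driven GFP reporter were exposed to compound for 30 h at 37 C. After PBS washes, GFP-positive cells (20-120 um objects) counted by laser-scanning microplate cytometry.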
* hit, by the source's call; i = inactive; ? = inconclusive; . = no result given; [ ] = dose if it differs, or a comment. Unless noted, the call rests on the fitted dose curve; in most records, active means well fitted curve in the direction sought with a large enough effect; inconclusive means small, poorly fitted or top-dose-only effect, or another doubt; inactive means no such curve, though single readings can be large; an effect the other way counts as inactive or inconclusive. Potency means the concentration at half of the fitted maximal effect. The list is partial; count on the stated rates, not on these rows.

SMILES	IMPase Li cell	NPSR antag	KDM4E inh	GoLoco inh red	KinaseGlo FLuc	RECQ1 helicase	SMN2 splice up	Epigenetic derep
C=CCC(c1ccccc1F)N(CCN1CCOCC1)C(=O)Nc1cccc(Cl)c1 (stereo unspecified)	35%[activator][38.3 µM]	-29%[46.1 µM]	0%	-4%	-5%	6%	0%	0.1%
Cc1cc(NC(=O)CSc2nc(CCC3CCCC3)nc3ccccc23)no1	4%	-18%[46.1 µM]	-2%	7%	4%	-6%	-52%[inhibitor]	-2.2%
COc1cccc(N2CCN(C(=O)CN(C)S(=O)(=O)c3ccc4c(c3)CCC(=O)N4)CC2)c1	25%[38.3 µM]	5%[46.1 µM]	-9%	13%	0%	-19%	-25%	4.1%
O=C(O)CSc1cccc[n+]1[O-]	-12%[38.3 µM]	-2%[46.1 µM]	-5%	1%	1%	-3%	-13%	-0.8%
O=c1cc(CNc2cc(Cl)ccc2Cl)nc2sccn12	-3%	24%	14%	-8%	0%	-9%	?	-0.6%
Cc1ccc(N(C(=O)c2ccccc2Cl)C2=NC(C)CS2)c(C)c1 (stereo unspecified)	-3%	-19%	-1%	-1%	-3%	-14%	-13%	-1.5%
O=C(CCC1CCCCC1)Nc1ccc(C(=O)c2ccncc2)cc1	16%	-23%	9%	-1%	0%	i	5%	-1.5%
CC(C)CC(=O)NC(=S)Nc1cccc2nsnc12	-13%	?	?	16%	0%	15%	10%	-3.0%
Cc1cccc(Cn2nc(-n3cccc3)c3c(C)cc(C)nc32)c1	7%	-49%	?	-5%	-1%	i	-5%	0.0%
COC(=O)c1cc2n(n1)CCN(Cc1ccc(C)cc1)C2=O	0%	-7%[46.1 µM]	10%	4%	-2%	0%	7%	0.0%
OCCCn1c(-c2ccccc2)csc1=Nc1ccccc1	5%	-2%	-1%	-7%	-1%	-2%	-48%[inhibitor]	0.9%
Cc1c(NC(=O)C(Sc2ccccc2)c2ccccc2)cccc1[N+](=O)[O-] (stereo unspecified)	18%[38.3 µM]	?	1%	1%	0%	-7%	-18%	1.2%
CC(=O)Nc1ccc(S(=O)(=O)N2CCC(c3nc4ccccc4[nH]3)CC2)cc1	14%[38.3 µM]	-22%[46.1 µM]	2%	7%	-2%	-9%	24%	0.0%
c1ccc(OCCCCN2CCOCC2)cc1	17%[38.3 µM]	1%[46.1 µM]	-6%	7%	0%	-7%	-2%	-5.7%
Cc1ccc(C(=O)NC(=S)N2CCN(c3ccccc3F)CC2)cc1	1%	-30%	2%	4%	-1%	0%	-13%	-4.8%
Cc1cc(Cl)ccc1Nc1sc(C(=O)c2cc3cc(Cl)ccc3o2)c(N)c1C#N	5%	.	.	10%[14.2 µM]	-3%[7.66 µM]	.	-40%[inhibitor][9.22 µM]	.
CCC/C=C(\CCC)C(NS(=O)(=O)c1ccc(-c2ccccc2)cc1)c1ccc(C(=O)OC)cc1 (stereo unspecified)	-3%	.	-2%	-1%	3%	-10%	-5%	2.3%
COC(=O)[C@H](Cc1ccccc1)NC(=O)NCC1CCCO1 (stereo partly specified)	-10%[38.3 µM]	9%[46.1 µM]	4%	-1%	2%	-8%	-9%	-1.0%
COc1cc(OC)cc(C(=O)N[C@H](C(=O)Nc2nc(-c3ccc(OC)c(OC)c3)cs2)C(C)C)c1	.	-19%	-6%	1%	.	16%	.	9.7%
O=C(COC(=O)c1ccccc1C(=O)c1ccc(Cl)cc1)NCCc1ccccc1	2%	-15%	-4%	0%	0%	-14%	15%	0.0%
C/C(=N/OC(=O)C1CC1)c1cc(-c2ccc(Cl)cc2)no1	9%	-15%	2%	-12%	4%	i	.	0.5%
CCC1Oc2ccccc2N(CC(=O)NCCC2=CCCCC2)C1=O (stereo unspecified)	5%[38.3 µM]	-13%[46.1 µM]	4%	4%	0%	4%	-8%	-1.0%
CCN(CC)S(=O)(=O)N1CCC(C(=O)NCc2ccc3c(c2)OCO3)CC1	-2%	4%	3%	8%	15%	-1%	-10%	1.1%
O=C(NN1C(=O)c2cc(Br)ccc2NC1c1cc(Br)cc(Br)c1O)c1ccncc1 (stereo unspecified)	-1%	-13%	-8%	-3%	-3%	i	26%	1.1%
O=C(CN1CCOCC1)NC1CC2CCC1C2 (stereo unspecified)	3%[38.3 µM]	4%[46.1 µM]	4%	-1%	-2%	-11%	6%	0.1%
CCCCOc1c(Br)cc(/C=C2\N=C(C)OC2=O)cc1OCC	18%[38.3 µM]	-13%[46.1 µM]	1%	2%	-5%	-1%	-8%	4.0%
Cc1ccccc1NC(=O)c1sc(NC(=O)COc2ccccc2)c(C#N)c1C	-4%	-18%	-15%	6%	0%	2%	-48%[inhibitor]	0.0%
COC(=O)[C@@H]1C=C[C@H](C)[C@H](CCOc2ccccc2)O1	1%	.	12%	-3%	-1%	-1%	12%	0.0%
Cc1ccc(C2=NN(C(=O)C3CCCO3)C(c3ccco3)C2)cc1 (stereo unspecified)	4%	1%	-9%	10%	1%	15%	-8%	3.8%
CN1C(=S)SC(/[N+]([O-])=C/c2c(F)cccc2Cl)C1(C)C (stereo unspecified)	.	-13%	-9%	6%	.	-7%	.	1.1%
NC(Cc1c[nH]c2ccccc12)C(=O)NCC(=O)O (stereo unspecified)	3%	.	-7%	-106%	-6%	0%	.	-0.1%
CN1CCc2c(sc3c2C(=O)NC(c2ccccn2)N3)C1 (stereo unspecified)	-3%[38.3 µM]	-6%[46.1 µM]	?	28µM*	-3%	?	13%	2.9%
CCCCCCC(=O)N/N=C/Cc1ccccc1	5%[38.3 µM]	-2%[46.1 µM]	2%	-10%	2%	-8%	7%	6.4%
O=C(CSc1ncccn1)N/N=C/c1cccc(OC2CSC2)c1	19%	-6%	4%	-3%	3%	-1%	4%	1.1%
CC1CCCN(Cc2c(O)ccc3c4c(c(=O)oc23)CCCC4)C1 (stereo unspecified)	.	14%	?	4%	.	-2%	.	0.1%
COC(=O)C1=C(SC)N(c2ccccc2)C(c2ccccc2)CC1=O (stereo unspecified)	-2%	5%	4%	3%	2%	-11%	4%	1.0%
Cc1cc(=O)[nH]c(-c2cccnc2)n1	-7%	7%	3%	11%	-1%	-16%	-2%	-1.6%
Brc1cccc(/C=N/Nc2nc(N3CCCCC3)nc(N3CCCCC3)n2)c1	12%	-30%	1%	8%	-2%	i	-14%	1.0%
O=C(O)CCc1ccc(-c2ccccc2)[nH]1	-2%	.	.	0%[14.2 µM]	-5%[7.66 µM]	.	-11%[9.22 µM]	.
CCOC(=O)/C=c1\s/c(=C\c2ccc(C(F)(F)F)cc2)c(=O)n1CC(=O)NCc1ccco1	-9%	12%	-9%	15%	0%	-4%	13%	8.4%
COc1ccc(CNC(=O)Cn2nc(-c3ccc4c(c3)OCCO4)ccc2=O)cc1	-4%[38.3 µM]	1%[46.1 µM]	?	4%	11%	i	-29%	-1.0%
Cc1ccc(NC(=O)NN2CCOCC2)cc1	.	3%	1%	3%	.	-3%	.	-0.6%
CN(C)S(=O)(=O)c1ccc(C(=O)OCC(=O)Nc2cccnc2Cl)cc1	-1%	22%	-19%	-7%	2%	-8%	-17%	0.1%
O=C(C1=C(O)C(=O)N(c2ncccn2)C1c1cccs1)c1ccco1 (stereo unspecified)	11µM*	-5%[46.1 µM]	-2%	0%	-2%	-2%	-8%	-1.1%
O=C(O)c1ccccc1NC(=O)N1CCOCC1	1%	11%	?	6%	.	i	.	-0.3%
COc1ccc(-n2c(COc3cccc4ccccc34)nnc2SCC#N)cc1	15%	-40%	12%	0%	2%	-7%	-20%	-0.1%
O=C1C(Cl)=C(Nc2ccc(F)cc2)C(=O)N1CCc1ccccc1	12%	-2%	10%	-14%	1%	-7%	22%	4.2%
Cc1ccc(-c2cnn(-c3cccc([N+](=O)[O-])c3)c2N)cc1	-1%[38.3 µM]	-10%[46.1 µM]	3%	-6%	-10%	-16%	29%	0.0%
N#CCOc1ccc2oc(-c3ccco3)cc(=O)c2c1	14%	-8%	?	11%	-18%	i	-19%	7.1%
Cc1ccc(/C(O)=C2/C(=O)C(=O)OC2c2ccc(Cl)cc2)cc1 (stereo unspecified)	?	-1%[46.1 µM]	-4%	-5%	-3%	-4%	4%	-2.3%
C/C(=N\NC(=O)CN(c1ccccc1Br)S(C)(=O)=O)c1cccs1	10%	-2%	5%	-8%	4%	i	3%	4.6%

9 entries already listed, arranged by molecular weight, high to low.
SMILES	IMPase Li cell	NPSR antag	KDM4E inh	GoLoco inh red	KinaseGlo FLuc	RECQ1 helicase	SMN2 splice up	Epigenetic derep
COc1ccc(-n2c(COc3cccc4ccccc34)nnc2SCC#N)cc1	15%	-40%	12%	0%	2%	-7%	-20%	-0.1%
COC(=O)C1=C(SC)N(c2ccccc2)C(c2ccccc2)CC1=O (stereo unspecified)	-2%	5%	4%	3%	2%	-11%	4%	1.0%
O=C1C(Cl)=C(Nc2ccc(F)cc2)C(=O)N1CCc1ccccc1	12%	-2%	10%	-14%	1%	-7%	22%	4.2%
C/C(=N/OC(=O)C1CC1)c1cc(-c2ccc(Cl)cc2)no1	9%	-15%	2%	-12%	4%	i	.	0.5%
Cc1ccc(-c2cnn(-c3cccc([N+](=O)[O-])c3)c2N)cc1	-1%[38.3 µM]	-10%[46.1 µM]	3%	-6%	-10%	-16%	29%	0.0%
CCCCCCC(=O)N/N=C/Cc1ccccc1	5%[38.3 µM]	-2%[46.1 µM]	2%	-10%	2%	-8%	7%	6.4%
c1ccc(OCCCCN2CCOCC2)cc1	17%[38.3 µM]	1%[46.1 µM]	-6%	7%	0%	-7%	-2%	-5.7%
O=C(O)CCc1ccc(-c2ccccc2)[nH]1	-2%	.	.	0%[14.2 µM]	-5%[7.66 µM]	.	-11%[9.22 µM]	.
O=C(O)CSc1cccc[n+]1[O-]	-12%[38.3 µM]	-2%[46.1 µM]	-5%	1%	1%	-3%	-13%	-0.8%
